Assay outcomes deposited in PubChem BioAssay by Sanford-Burnham Center for Chemical Genomics.
TIM10 inh – TIM10 yeast growth inhibition | S. cerevisiae TIM10 strain growth, BacTiter-Glo luminescence, 24 h | inhibition, % at 10 µM | 1.4% of 330,000 active | AID 463195;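 active means inhibition of 40% or more at the single tested concentration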;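 further: wild-type TIM10 isogenic control strain grown at permissive 25 °C; 0% = DMSO yeast wells and 100% = minimal medium wells without yeast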
tim10-1 inh – inhibits growth of tim10-1 mutant yeast | AID 463190 | inhibition, % at 20 µM | S. cerevisiae tim10-1 ts strain growth, BacTiter-Glo, 24 h | 2.2% of 330,000 active;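 active means inhibition of at least 40%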;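 further: mutant grown at 25 °C; 0% = DMSO wells with yeast and 100% = wells holding no yeast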
NALP3 yeast inh – blocks the NALP3 inflammasome reconstituted in yeast. Yeast reconstituted NLRP3/ASC/caspase-1, beta-gal luminescence, 24 h. inhibition, % at 10 µM. 0.39% of 330,000 active;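 active means inhibition of 50% or more; inactive means inhibition below 50%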;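 further: plate controls were induced DMSO wells for no effect and uninduced yeast grown without galactose for full effect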
Apaf-1 inh – inhibitors of human Apaf-1 apoptosome; O14727; reconstituted apoptosome caspase-3 activity, DEVD-Rh110 fluorescence; inhibition, % at 20 µM; 0.71% of 330,000 active; AID 489030; active means inhibition of at least 40% at 20 µM;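 further: plate controls were DMSO wells for no effect and DEVD-CHO caspase inhibitor wells for full effect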
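Assay system – apoptosome proteins · Medium – Hepes buffer, pH 7.5 · Also added – cytochrome c with DEVD-Rh110 · Timing – 30 min compound preincubation, 50 min activation, room temperature · Detection – Rh110 fluorescence, excitation 480 nm, emission 540 nm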
ATG4B inhibitor – ATG4B (human) cysteine protease inhibition | ATG4B cleavage of LC3-PLA2, NBD-HPC fluorescence, 1 h | inhibition, % at 8.33 µM | Q9Y4P1 | 0.51% of 340,000 active; in the data active means inhibition above about 40%
Target sequence (Q9Y4P1 whole entry, looked up): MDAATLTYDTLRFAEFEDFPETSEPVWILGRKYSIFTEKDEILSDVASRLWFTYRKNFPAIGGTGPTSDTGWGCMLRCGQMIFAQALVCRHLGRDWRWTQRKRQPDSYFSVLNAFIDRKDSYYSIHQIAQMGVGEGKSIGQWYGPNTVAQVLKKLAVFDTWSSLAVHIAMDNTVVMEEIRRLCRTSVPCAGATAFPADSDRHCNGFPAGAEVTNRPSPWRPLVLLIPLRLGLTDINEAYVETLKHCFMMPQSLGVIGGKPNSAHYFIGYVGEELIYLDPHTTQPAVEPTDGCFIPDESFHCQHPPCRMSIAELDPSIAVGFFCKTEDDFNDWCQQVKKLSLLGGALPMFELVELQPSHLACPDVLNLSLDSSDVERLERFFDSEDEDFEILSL
mIAP act – increases mouse intestinal alkaline phosphatase activity; AID 2805; muIAP, CDP-Star luminescence, 30 min; stronger effect = higher value; 1 = vehicle-only enzyme signal, 0 = enzyme-free wells; 0.24% of 330,000 active; activation factor at 10 µM;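 active means activation factor of at least 2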; further: the source names both 10 and 20 µM as test concentration; values of inactives mirror those of a sister screen read the other way
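System: mouse IAP enzyme. Reagent: CDP-Star chemiluminescent phosphatase substrate. Benchmarks: DMSO wells, no-enzyme wells. Times: 30 min enzyme-substrate-compound incubation at room temperature. Detection: luminescence from enzymatic CDP-Star hydrolysis. Doses: test compounds delivered from DMSO solution.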
hIAP block – blocks human intestinal alkaline phosphatase | AID 2544 | purified IAP, CDP-Star luminescence, 30 min | inhibition, % at 10 µM | 0.12% of 330,000 active;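 active means inhibition reaching a set limit with compound at 10 µM in the primary screen, cut at about 35% in these data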;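 further: plate controls were DMSO wells with enzyme for no effect and no-enzyme buffer wells for full effect; values of inactives mirror those of a sister screen read the other way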
Target sequence (P09923 whole entry, looked up): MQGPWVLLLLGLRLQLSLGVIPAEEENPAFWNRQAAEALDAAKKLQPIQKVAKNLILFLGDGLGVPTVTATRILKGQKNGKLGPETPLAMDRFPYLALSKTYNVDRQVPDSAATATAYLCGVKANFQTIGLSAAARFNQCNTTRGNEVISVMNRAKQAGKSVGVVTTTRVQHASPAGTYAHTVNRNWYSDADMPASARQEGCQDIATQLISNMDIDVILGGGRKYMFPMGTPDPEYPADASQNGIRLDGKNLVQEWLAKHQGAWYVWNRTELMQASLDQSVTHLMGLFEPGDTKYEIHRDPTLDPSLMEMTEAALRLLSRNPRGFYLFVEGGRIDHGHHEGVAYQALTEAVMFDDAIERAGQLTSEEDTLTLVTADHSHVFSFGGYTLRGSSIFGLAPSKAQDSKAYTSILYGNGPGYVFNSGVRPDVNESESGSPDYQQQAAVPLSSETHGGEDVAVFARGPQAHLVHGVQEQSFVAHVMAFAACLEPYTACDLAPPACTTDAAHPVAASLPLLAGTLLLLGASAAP
hIAP act – human IAP activation | P09923 | purified human IAP, CDP-Star luminescence, 30 min; stronger effect = higher value; 1 = vehicle-only enzyme, 0 = enzyme-free background | activation factor at 10 µM | 0.16% of 330,000 active;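 active means activation factor of the enzyme at least 2-fold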; further: the source names both 10 and 20 µM as test concentration; values of inactives mirror those of a sister screen read the other way
mIAP block – mouse IAP inhibition; inhibition, % at 10 µM; 0.2% of 330,000 active; AID 2806; purified mouse IAP, CDP-Star luminescence, 30 min;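 active means inhibition of at least 40% at 10 µM in the primary screen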;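 further: plate controls were DMSO with enzyme for no effect and no enzyme wells for full effect; values of inactives mirror those of a sister screen read the other way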
Active calls of the source: *.

Value order – TIM10 inh | tim10-1 inh | NALP3 yeast inh | Apaf-1 inh | ATG4B inhibitor | mIAP act | hIAP block | hIAP act | mIAP block
> Cc1cccc(C)c1NC(=O)N1CCC(n2cnc3ccccc32)CC1
    -5.4 | 26.9 | -10.9 | 1.5 | -12.8 | 1.04 | 2.3 | 0.977 | -4.1
> O=C(NCc1ccccn1)C1CCN(Cc2cnn(-c3ccccc3)c2-n2cccc2)CC1
    -1.3 | 2.6 | 11.8 | 4.1 | 15.7 | 1.05 | -11.0 | 1.11 | -5.1
> O=C(NCCc1ccccc1F)[C@@H]1CSC2c3ccccc3C(=O)N21 (some centres undefined)
    7.1 | 11.9 | 11.1 | -5.3 | -14.6 | 0.917 | -12.2 | 1.12 | 8.3
> Cc1csc(CCc2nc(C)cs2)n1
    7.4 | 4.3 | 13.6 | -6.6 | -1.3 | 0.917 | 7.7 | 0.923 | 8.3
> COc1ccc(Cl)cc1NC(=O)CN(C)C(=O)c1cc(-c2ccncc2)nc2ccccc12
    2.4 | 24.9 | 25.9 | 26.3 | -9.4 | 0.956 | -9.4 | 1.09 | 4.4
> CC(C)=C1SC(N2CCN(c3cccc(C(F)(F)F)c3)CC2)=NC1=O
    -2.3 | -8.4 | 12.3 | 10.8 | -1.9 | 0.857 | -1.6 | 1.02 | 14.3
> COCCNC(C(=O)Nc1ccc([N+](=O)[O-])cc1Br)c1ccccc1 (centres undefined)
    12.1 | 29.4 | 8.7 | 5.3 | 5.4 | 0.866 | 7.4 | 0.926 | 13.4
> CCOc1cc(/C=N/NC(=O)C(=O)Nc2cc(Cl)ccc2C)ccc1O
    31.1 | 28.4 | -5.3 | -20.5 | -4.3 | 0.828 | -23.7 | 1.24 | 17.2
> CCOC(=O)C1CCN(S(=O)(=O)c2cccc3nonc23)CC1
    6.6 | 10.6 | 16.8 | 2.6 | -8.9 | 0.992 | 8.9 | 0.911 | 0.8
> CC1(C)CC(=O)C(C=NCCN2CCN(C(=S)Nc3ccc(F)cc3)CC2)=C(O)C1
    1.5 | 14.1 | 19.9 | 4.2 | -6.7 | 1.04 | -8.1 | 1.08 | -4.2
> COc1ccc(CCNC(=O)CS(=O)(=O)c2cn(CC(=O)N3CCCC3)c3ccccc23)cc1OC
    15.9 | -4.3 | 6.6 | -3.4 | 5.4 | 1.06 | 8.8 | 0.912 | -5.8
> Cc1ccnc(SCC(=O)n2c3c(c4ccccc42)CC(C)CC3)n1 (centres undefined)
    -10.9 | 14.7 | 6.4 | -1.9 | 1.0 | 0.953 | 6.6 | 0.934 | 4.7
> COc1ccc(Cl)cc1NC(=O)CN(C)C(=O)Cn1cnc2c1c(=O)n(C)c(=O)n2C
    5.5 | 3.8 | 6.0 | -5.0 | -1.5 | 0.984 | -4.7 | 1.05 | 1.6
> CC(Sc1nnnn1C)C(=O)Nc1ncc(Cl)cc1Cl (centres undefined)
    3.8 | -9.0 | -1.3 | -3.7 | 3.7 | 0.972 | 4.2 | 0.958 | 2.8
> CCCn1nc(NC(=O)CC(C)C)c2cc3cccc(C)c3nc21
    12.9 | 10.4 | 7.7 | 10.0 | 8.7 | 1.51 | -49.7 | 1.5 | -51.1
> c1ccc(N2CCN(Cc3nc4ccccc4[nH]3)CC2)nc1
    4.2 | -17.4 | 8.5 | 5.3 | -14.3 | 0.939 | 3.2 | 0.968 | 6.1
> CCOc1ccc2c(c1)C(c1ccc(C)cc1)=NNC(c1ccc(C)cc1)=N2
    -0.3 | 2.2 | 17.7 | 16.5 | 65.9* | 0.924 | -3.5 | 1.03 | 7.6
> CCOC(=O)c1[nH]c2ccc(OC)cc2c1NC(=S)N1CCN(c2ccc(F)cc2)CC1
    -13.4 | 23.7 | -3.4 | 4.4 | 30.8 | 0.888 | 1.1 | 0.989 | 11.2
> CCC(Sc1nc(N)cc(=O)[nH]1)C(=O)NC(C(=O)OC)c1ccccc1 (centres undefined)
    -2.3 | 4.2 | 2.7 | 0.6 | -11.0 | 1.03 | 4.3 | 0.957 | -3.2
> COc1ccc(N(CC(=O)NN=C2CCCC2)S(=O)(=O)c2ccccc2)cc1Cl
    0.9 | 10.8 | 6.8 | 3.3 | 3.2 | 1.05 | 0.6 | 0.994 | -4.9
> CC(=O)c1cn(CCOc2ccccc2C)c2ccccc12
    -6.6 | 12.5 | 28.0 | 10.5 | -7.7 | 0.895 | 9.5 | 0.905 | 10.5
> Cc1cccc(-c2nc(C#N)c(N3CCCCC3)o2)c1
    18.6 | 21.2 | 28.8 | 9.7 | 5.1 | 0.998 | 3.2 | 0.968 | 0.2
> O=C(O)c1ccc(Oc2c(C(F)(F)F)oc3cc(O)ccc3c2=O)cc1
    -15.7 | -13.7 | -6.0 | -7.5 | -1.5 | 1.03 | -17.4 | 1.17 | -2.6
> COc1cc(OC)cc(C(=O)N[C@H](C(=O)Nc2nnc(C3CC3)s2)C(C)C)c1
    -2.1 | 5.6 | 3.8 | -10.8 | -24.2 | 0.946 | -8.2 | 1.08 | 5.4
> CCOC(=O)[C@@H]1[C@H]2COc3cc(OC)ccc3[C@H]2N2C(=O)N(c3ccc(Cl)cc3)C(=O)[C@]12C
    7.3 | 10.2 | 8.8 | 17.0 | -2.5 | 0.979 | -10.3 | 1.1 | 2.1
> O=C(CNC1CCCCCC1)Nc1ccccc1N1CCCCC1
    7.1 | 30.1 | 6.8 | 32.7 | 45.6* | 1.07 | 1.1 | 0.989 | -7.1
> OCCN1c2ccccc2CCc2ccccc21
    -12.3 | -12.1 | 35.8 | -3.4 | -6.8 | 1.16 | -6.3 | 1.06 | -16.2
> CCCn1c(SCC(=O)Nc2c(CC)cccc2CC)nnc1C(C)C
    9.7 | 6.0 | -5.2 | -1.6 | -10.9 | 1.02 | -17.3 | 1.17 | -1.6
> COc1ccc(N2CCN(CC(O)COc3ccc4c(c3)CCC4)CC2)cc1 (centres undefined)
    -138.1 | -66.1 | 20.9 | 13.6 | -1.4 | 0.971 | 2.6 | 0.974 | 2.9
> Nc1nc(-c2cccnc2)nc2sc3c(c12)CCCC3
    31.2 | 51.7* | 7.0 | 12.4 | -2.5 | 1 | 15.2 | 0.848 | -0.4
> COc1ccc(S(=O)(=O)N2CCOC2CNC(=O)C(=O)NCc2ccc3c(c2)OCO3)cc1OC (centres undefined)
    -8.4 | -7.9 | 1.5 | 0.7 | -0.7 | 1.02 | 5.0 | 0.95 | -1.7
> CCOC(=O)c1[nH]c(C)c(C(=O)NCc2ccc(C)cc2)c1C
    17.0 | 19.6 | 9.5 | -12.1 | -0.5 | 0.971 | -17.0 | 1.17 | 2.9
> O=C(COC(=O)C1CC1)Nc1ccc2c(c1)OCO2
    9.4 | 2.8 | -3.2 | -33.4 | 3.0 | 1 | -8.3 | 1.08 | -0.5
> N=C1C(=O)OCC1c1ccccc1NC(=O)c1ccccc1 (centres undefined)
    9.8 | 3.1 | -1.9 | -21.7 | -0.4 | 1.04 | 7.1 | 0.929 | -4.2
> Cc1cc(N2CCOCC2)ccc1/C=C\[N+](=O)[O-]
    29.4 | 28.8 | -3.0 | -15.0 | -14.3 | 0.941 | 24.2 | 0.758 | 5.9
> O=C(c1cccc([N+](=O)[O-])c1)N1CCN(c2ccccn2)CC1
    -11.3 | 14.6 | 1.7 | -1.8 | -5.3 | 1.01 | -5.0 | 1.05 | -1.5
> CCn1c(/C=C/c2ccc(F)cc2)nc2ccccc2c1=O
    -14.0 | -5.4 | 36.3 | 18.3 | -0.3 | 0.914 | 1.6 | 0.984 | 8.6
> O=C(CN1CCCC1)Nc1c(Cl)cccc1Cl
    6.4 | -4.7 | 10.0 | -11.4 | 1.3 | 1.04 | -21.6 | 1.22 | -4.0
> Cc1cccc(C2c3[nH]c4ccccc4c3CCN2C(=O)Cc2nc(-c3ccccc3)n[nH]2)n1 (centres undefined)
    4.5 | 21.5 | 8.7 | 14.8 | -8.7 | 0.996 | -35.9 | 1.36 | 0.4
> CCC(C)NS(=O)(=O)c1ccc(OCC(=O)NCc2ccc3c(c2)OCO3)cc1 (centres undefined)
    -5.3 | 6.7 | 19.8 | 3.8 | -22.6 | 0.998 | 5.3 | 0.947 | 0.2
> CC(C)c1nnc(NC(=O)COc2ccccc2[N+](=O)[O-])s1
    8.6 | 2.4 | 1.6 | -13.2 | -10.3 | 0.869 | 4.5 | 0.955 | 13.1
> Cc1ccc(CN2C(=O)NC(Cc3c[nH]c4ccccc34)C2=O)cc1 (centres undefined)
    7.6 | -10.5 | 13.6 | -2.5 | -7.4 | 0.959 | -5.2 | 1.05 | 4.1
> O=C(NCC1CCOCC1)c1cc(COc2ccc(F)cc2F)on1
    8.6 | 20.2 | 17.5 | 0.5 | 32.0 | 0.971 | -12.5 | 1.12 | 2.9
> Cc1cc(OCC(=O)NCC2CCC(C(=O)O)CC2)c2c(C)c(Cc3ccccc3)c(=O)oc2c1 (centres undefined)
    5.3 | 0.7 | 4.1 | -2.1 | -24.6 | 0.863 | 22.8 | 0.772 | 13.7
> CCc1ccc(/C=N/NC(=O)c2cc(C)on2)s1
    -4.5 | -7.9 | 13.9 | -2.8 | 9.4 | 1.01 | -1.8 | 1.02 | -1.3

Profiles, quoted from the list. Order of screens: TIM10 inh | tim10-1 inh | NALP3 yeast inh | Apaf-1 inh | ATG4B inhibitor | mIAP act | hIAP block | hIAP act | mIAP block
`Cc1cc(N2CCOCC2)ccc1/C=C\[N+](=O)[O-]` across the screens: 29.4 | 28.8 | -3.0 | -15.0 | -14.3 | 0.941 | 24.2 | 0.758 | 5.9
`CC(C)c1nnc(NC(=O)COc2ccccc2[N+](=O)[O-])s1` across the screens: 8.6 | 2.4 | 1.6 | -13.2 | -10.3 | 0.869 | 4.5 | 0.955 | 13.1

Next part.
Value order – TIM10 inh | tim10-1 inh | NALP3 yeast inh | Apaf-1 inh | ATG4B inhibitor | mIAP act | hIAP block | hIAP act | mIAP block
> COc1ccc(CCNC(=O)c2cnc3scc(C)n3c2=O)cc1OC
    6.5 | 7.0 | 8.8 | 2.0 | -8.9 | 1.03 | -5.5 | 1.05 | -3.2
> COCCn1c(SCC(=O)N2CCCC2)nnc1C(C)C
    -10.8 | -7.0 | 5.8 | -2.2 | -3.4 | 1.02 | 3.0 | 0.969 | -2.2
> Cc1ccc(NS(=O)(=O)c2ccc(Cl)c(NC(=S)NC(=O)C3CCCCC3)c2)cc1Cl
    4.6 | 4.0 | -0.7 | 14.9 | 11.2 | 0.892 | 4.9 | 0.951 | 10.8
> COc1ccc(CCN2CC(C(=O)N3CCCCCC3)CCC2=O)cc1 (centres undefined)
    -3.1 | 4.6 | 13.9 | -15.6 | 6.4 | 0.991 | -32.1 | 1.32 | 0.9
> Cc1ccc(NC(=O)CSc2nnc(-c3ccncc3)o2)cc1C
    -10.6 | -19.1 | 10.2 | 3.3 | -5.2 | 0.936 | 0.4 | 0.996 | 6.4
> O=C(NNc1nc2cc3c(cc2s1)OCCO3)c1ccc(F)cc1
    23.4 | -5.1 | -3.1 | -4.9 | -1.6 | 0.973 | -64.7 | 1.65 | 2.7
> CN(C)c1ccsc1C(=O)NNS(=O)(=O)c1ccc(Cl)cc1
    9.3 | 21.2 | 11.5 | -4.9 | -4.2 | 1.06 | 2.2 | 0.978 | -6.2
> CC1CC(C)(C)OC(C[N+]2(C)CCCCC2)O1 (centres undefined)
    0.8 | 14.5 | 14.5 | -0.7 | 0.9 | 1.11 | -6.3 | 1.06 | -10.7
